# VEEV TC-83 Vero = inhibitors of VEEV TC-83 cytopathic effect, confirmation, Vero cells (AID 588727) | inhibition, % at 20 µM, or IC50 in µM where a hit was titrated | Vero cells, VEEV TC-83 cytopathic effect inhibition; higher % means a stronger effect | actives 0.13% (n = 350,000); in the data active means a potency from the dose series; inconclusive means inhibition mostly from about 14% at the one dose, without a potency; inactive means the rest, 99 in 100 with inhibition below about 12%; further: strong numbers were not always called active
# influenza NS1A = NS1A inhibition, H1N1 influenza, cell based functional assay (AID 504329); NS1A functional cell-based assay, percent inhibition; higher % means a stronger effect; inhibition, % at 12.5 µM, or IC50 in µM where a hit was titrated; actives 0.3% (n = 340,000); in the data active means a potency from the dose series; inconclusive means inhibition above about 27% without an active follow-up result; further: strong numbers were not always called active
# M. tuberculosis HTS = M. tuberculosis growth inhibition, HTS (AID 449762) | M. tuberculosis H37Rv growth inhibition, 7H9 media; higher % means a stronger effect | one-dose inhibition, % at 25 µM; IC50 in µM for titrated hits | actives 0.59% (n = 330,000); in the data active means a potency from the dose series; inconclusive means inhibition above about 70% without an active follow-up result;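 further: bacterial growth assessed after seven days of incubation; strong numbers were not always called active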
# tuberculosis growth = growth inhibition of non-replicating M. tuberculosis (AID 488890). Mycobacterium tuberculosis non-replicating, growth inhibition; higher % means a stronger effect. inhibition, % at 25 µM; hits with a dose series show IC50 in µM. actives 0.39% (n = 320,000); in the data active means a potency from the dose series; inconclusive means inhibition mostly from about 82% at the one dose, without a potency; inactive means the rest, 99 in 100 with inhibition below about 76%;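 further: plate controls were DMSO cells for no effect and high antibiotic wells for full effect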
# PhoP GFP inhibition = Inhibition of PhoP regulon, Salmonella typhi GFP reporter cells, confirmation, 4 h (AID 1850). Salmonella Typhi PhoP-promoter GFP reporter, fluorescence, 4 h; higher % means a stronger effect. inhibition, % at 50 µM; hits with a dose series show IC50 in µM. actives 0.33% (n = 310,000); in the data active means a potency from the dose series; inconclusive means inhibition mostly from about 25% at the one dose, without a potency; inactive means the rest, 99 in 100 with inhibition below about 19%;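 further: 0% = induced wells with vehicle and 100% = uninduced wells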
# VEEV TC-83 Vero 10K pilot screen = recorded beside VEEV TC-83 Vero, whose call it bears; inhibition, %; measured here: 10K pilot screen inhibition
# The depositor's hits bear a star; i = inactive; ? = inconclusive; · = no result given.
# The first two records, ahead of the listing:
SMILES,VEEV TC-83 Vero,influenza NS1A,M. tuberculosis HTS,tuberculosis growth,PhoP GFP inhibition,others
CC(C)c1ccccc1NC(=O)c1ccco1,i,4%,-14%,20%,-8%,
CCCn1c(/N=C/c2cc(OC)ccc2O)nc2ccccc21,i,-1%,-1%,8%,-6%,

# The whole of this part, from the start:
SMILES,VEEV TC-83 Vero,influenza NS1A,M. tuberculosis HTS,tuberculosis growth,PhoP GFP inhibition,others
CC(C)c1ccccc1NC(=O)c1ccco1,i,4%,-14%,20%,-8%,
CCCn1c(/N=C/c2cc(OC)ccc2O)nc2ccccc21,i,-1%,-1%,8%,-6%,
O=C(N/N=C/c1ccco1)Nc1ccccc1,0.2%,37%,-1%,-8%,-7%,
COc1ccc(OC)c(/C=N/N(C)c2ccccc2)c1,1.5%,25%,?,26%,0%,
CN(C)/C=C(\C#N)C(=O)Nc1ccccc1,2.3%,-2%,-10%,-1%,-1%,
CCOC(=O)N1CCN(C(=O)Cc2ccc(-n3c(=S)[nH]c4ccccc4c3=O)cc2)CC1,3.4%,-1%,2%,2%,-2%,
Cc1cccc(NC(=S)Nc2ccc(Cl)c(Cl)c2)c1,3.0%,5%,?,55%,1%,
CCCCc1nnc(NC(=O)CN2C(=O)c3ccccc3C2=O)s1,0.9%,-2%,3%,8%,-25%,
O=C(Cn1ccn(-c2ccc(F)c(F)c2)c(=O)c1=O)NCCc1ccccc1,0.2%,2%,4%,-3%,-15%,
O=C(CNC(=O)c1ccccc1F)NC1=NCCS1,1.2%,-5%,-4%,-3%,-11%,
Cc1cc(C)nc(N(C#N)CCOc2ccc(Cl)cc2)n1,6.6%,-1%,5%,16%,1%,
Cc1ccccc1NS(=O)(=O)c1ccc(C(=O)N2CCN(S(=O)(=O)c3ccccc3)CC2)cc1,1.4%,-4%,-5%,-13%,4%,
Cc1c(C(=O)NCCCN2CCOCC2)oc2c1C1(CCC2)SCCS1,0.1%,1%,-2%,-24%,-3%,
N/C(=N\c1nc(C(F)(F)F)cc(=O)[nH]1)Nc1ccc(Cl)cc1,·,·,11%,39%,-2%,
COc1ccc(-c2nc(CS(=O)CC(=O)NCCCN3CCCC(C)C3)c(C)o2)cc1OC (stereo not drawn),0.1%,-8%,5%,-4%,-1%,
CN1C(=O)c2ccc(C(=O)NCc3ccc4c(c3)OCO4)cc2C1=O,5.0%,-1%,2%,-12%,3%,
CCOC(=O)[C@@H]1[C@H]2COc3ccc(Br)cc3[C@@H]2N2C(=O)N(c3ccc(C)cc3)C(=O)[C@@]12C,1.1%,2%,-3%,33%,·,
COc1cc(C(=O)OCC(=O)Nc2c(C)n(C)n(-c3ccccc3)c2=O)c([N+](=O)[O-])cc1OC,i,-8%,4%,-13%,·,
Cc1ccc(CCN2CC(C(=O)NCCCOC(C)C)CC2=O)cc1 (stereo not drawn),0.4%,-2%,-8%,-5%,-3%,
CCn1c2ccccc2c2cc(NC(=O)c3ccc(=O)oc3)ccc21,62%,·,1%,52%,-4%,
O=C(NC(=S)Nc1ccc(S(=O)(=O)N2CCCC2)cc1)c1cccs1,0.5%,15%,4%,38%,-9%,
Cc1ccc(NC(C)C(=O)N/N=C/c2c[nH]c3ccccc23)cc1 (stereo not drawn),0.1%,7%,-1%,-20%,1%,
COc1ccc(N(CC(=O)NC2CCCCC2)C(=O)c2snc(C(N)=O)c2N)cc1,4.2%,3%,-1%,1%,0%,
CCC(NC(=O)C1C2C=CC(C2)C1C(=O)O)c1ccc(C)cc1 (stereo not drawn),2.0%,-5%,5%,-22%,7%,
CCCOP(=O)(c1ccc(N(C)C)cc1)C(O)c1ccc(Br)cc1 (stereo not drawn),0.4%,-3%,-7%,37%,9%,
CC1(C)OC(=O)C(=CNC(=O)c2c(F)cccc2F)C(=O)O1,1.5%,2%,-6%,-7%,-1%,
CN(C1CC(C)(C)NC(C)(C)C1)S(=O)(=O)CC12CCC(CC1=O)C2(C)C (stereo not drawn),i,14%,-3%,5%,15%,
COc1ccc(C(=O)NCC(C)(C)CNC(=O)c2ccc(OC)cc2)cc1,1.4%,-1%,1%,22%,1%,
Cc1cccc(C2=NC(C(F)(F)F)(C(F)(F)F)c3c(n(-c4ccc(F)cc4)c(=O)[nH]c3=O)N2)c1,2.7%,3%,-4%,15%,-19%,
COc1ccc(-n2cc(-c3ccc(OC(F)F)cc3)[n+]3c2CCCCC3)cc1,i,-11%,3%,15%,1%,
COc1ccc(S(=O)(=O)Nc2c(C)n(C)n(-c3ccccc3)c2=O)c(Cl)c1Cl,i,2%,5%,-2%,6%,
CC1(C)NC(=O)N(CC(=O)OCC(=O)Nc2cccc(F)c2)C1=O,i,2%,6%,17%,1%,
COc1ccc(C(=O)C[n+]2ccc3c(c2)nc(-c2ccccc2)n3C)cc1,1.0%,-2%,?,65%,15%,
O=C(CSc1ccccn1)N1CCN(S(=O)(=O)c2ccc(Cl)cc2)CC1,0.7%,-9%,-1%,-11%,1%,
CC1CCCCC1NC(=O)Cc1ccc(S(=O)(=O)N2CCOCC2)s1 (stereo not drawn),2.6%,-10%,1%,-7%,14%,
COc1ccccc1OCCNC(=O)C1CC(=O)N(c2ccccc2OC)C1 (stereo not drawn),2.1%,-6%,-4%,2%,·,
O=C1C2Sc3[nH]c(=O)sc3C(c3ccccc3)C2C(=O)N1c1ccc(Cl)cc1 (stereo not drawn),2.9%,-1%,5%,12%,-5%,
O=C1CCC/C=C/C[C@@H](CC(=O)N(CCO)Cc2ccccc2)C(=O)NC[C@H](c2ccccc2)O1,0.5%,8%,-3%,0%,·,
O=[N+]([O-])c1cccc(NC(=S)NCCc2ccccc2)c1,3.0%,2%,12%,?,0%,
COc1ccc(C2(CNC(=O)c3cccs3)CCOCC2)cc1,i,9%,-4%,-2%,4%,

# Continued (2 carried over from the part before).
SMILES,VEEV TC-83 Vero,influenza NS1A,M. tuberculosis HTS,tuberculosis growth,PhoP GFP inhibition,others
O=[N+]([O-])c1cccc(NC(=S)NCCc2ccccc2)c1,3.0%,2%,12%,?,0%,
COc1ccc(C2(CNC(=O)c3cccs3)CCOCC2)cc1,i,9%,-4%,-2%,4%,
O=C(c1ccc2c(c1)OCO2)N1CCC2(CC1)Oc1ccc(F)cc1C(=O)C21CC(c2cccnc2)=NO1 (stereo not drawn),1.3%,6%,?,4%,-3%,
Cc1c(N)c(C(C)(C)C)cc(C(C)(C)C)c1[N+](=O)[O-],2.9%,7%,-2%,40%,-6%,
O=C(NCC1CCCO1)c1cccc(NC(=O)c2ccc(Br)cc2)c1 (stereo not drawn),7.9%,-2%,3%,39%,-7%,
C/[N+]([O-])=C/c1c(OCc2ccccc2)ccc2ccccc12,i,4%,13%,17%,-17%,
O=C(CN1CCN(c2ccccn2)CC1)NCc1cccs1,i,16%,-12%,-6%,-2%,
COc1ccc(N=Cc2c(O)n(C)c(=O)n(C)c2=O)cc1,1.1%,5%,?,1%,-2%,
Cc1ccc(C)c(N(C(=O)c2csnn2)C(C(=O)NC2CCCC2)c2ccncc2)c1 (stereo not drawn),1.7%,7%,-3%,-6%,14%,
O=C(Nc1ccc(S(=O)(=O)N2CCOCC2)cc1)c1cccs1,0.9%,1%,0%,·,8%,
O=C1CC(c2cccc(O)c2)Oc2ccccc21 (stereo not drawn),i,-4%,?,37%,·,
Cc1ccc(C)c(NC(=O)CCN2CCN(CCO)CC2)c1,i,-2%,-2%,-5%,-4%,
Cc1ccc(SCc2ccc(C(=O)Nc3cccnc3)cc2)cc1,2.4%,-6%,9%,?,9%,
Cc1cc(C)cc(NC(=O)Cn2nnc(C(=O)NCc3ccco3)c2N)c1,0.8%,11%,-4%,-2%,4%,
COc1cc(C(=O)NCCNC(=O)c2ccco2)cc(OC)c1OC,3.4%,4%,·,·,·,
CCN(CC)c1ccc(NC(=O)c2cccnc2)c(C)c1,i,0%,-2%,2%,-15%,
NC1=NC[C@H](Cc2ccc(O)cc2)N1CC1CCCCC1,0.4%,2%,-7%,31%,6%,
O=S(=O)(NC1CCCCC1)c1ccc(S(=O)(=O)N2CCN3CCCC3C2)cc1 (stereo not drawn),1.3%,-4%,4%,-6%,-3%,
Cc1ccc(-c2nc(NCc3ccco3)c3ccccc3n2)cc1,i,3%,?,-11%,-11%,
Cc1ccc2cc(CN(Cc3ccco3)C(=S)NCC3CCCO3)c(=O)[nH]c2c1C (stereo not drawn),3.5%,-3%,-11%,58%,-7%,
CCOC(=O)/C=C/c1ccc2oc3ccccc3c(=O)c2c1,0.3%,-2%,-8%,10%,-31%,VEEV TC-83 Vero 10K pilot screen=1.2
CC(C)C[C@H]1CNC(=S)N1CC1CCCN1C[C@H](Cc1ccccc1)N1C[C@H](Cc2ccc(O)cc2)N(CC2CCCCCC2)C1=S (stereo partly drawn),13%,-12%,·,·,·,
O=C(OCc1ccccn1)c1ccc(COc2ccccc2Cl)o1,i,-1%,7%,3.1µM*,-9%,
CN(C)c1nc(F)c(F)c(S(=O)(=O)c2ccccc2)c1F,2.1%,-31%,-2%,6%,3%,
Cc1nc(-c2cccc(NC(=O)C(C)Oc3ccccc3)c2)cs1 (stereo not drawn),8.1%,-10%,-10%,40%,-4%,
Cc1ccc(-n2ccc(=O)c(C(=O)O)n2)cc1,i,4%,3%,-10%,10%,
N#Cc1ccsc1NC(=O)C1CCN(C(=O)c2ccc(F)cc2)CC1,1.9%,-15%,-11%,-5%,·,
CCOC(=O)c1cnc2c(C#N)c(C)nn2c1C,3.5%,13%,0%,-16%,10%,
O=C(O)c1cc2cc(Cl)ccc2[nH]1,0.9%,1%,·,·,·,
Cc1cc(NC(=O)COC(=O)c2ccc(S(=O)(=O)C(F)F)cc2)n(-c2ccccc2)n1,1.4%,-12%,1%,-10%,6%,
O=C(Nc1ccc2nc(-c3cccnc3)[nH]c2c1)c1ccccc1F,10%,7%,-4%,-6%,2%,
O=C(C(c1ccccc1)c1ccccc1)N1CCN(c2ccccn2)CC1,0.5%,-8%,-5%,4%,-6%,
Cc1nc(SCC(=O)N2CCN(C(=O)c3cccs3)CC2)c2c(C)c(C)sc2n1,5.3%,-3%,·,·,·,
COc1cc2cc(CN(CCc3ccccc3C)C(=S)NCCCN3CCOCC3)c(=O)[nH]c2cc1OC,5.7%,1%,13%,45%,-14%,
COc1ccc(-n2cc(CNCCc3cscn3)c(-c3ccccc3Cl)n2)cc1,·,·,26µM*,69%,7%,
COc1ccc(N2CCN(C(=O)c3nc4nc(C)cc(C)n4n3)CC2)cc1,i,-2%,1%,1%,0%,
CCN(Cc1ccccc1)Cc1nnnn1Cc1ccccc1,i,-8%,6%,8%,-6%,
Cc1ccc(NC(=O)C(c2ccc(Cl)cc2)N2CCOCC2)cc1 (stereo not drawn),0.5%,-14%,2%,21%,-4%,
CCN1CCN(CC(O)COCc2ccccc2)CC1 (stereo not drawn),0.5%,8%,-5%,-4%,-6%,
N#Cc1c(N)sc2c1CCN(CCc1ccccc1)C2,1.0%,24%,-8%,33%,4%,
CC(=O)N/C(=C\c1ccccc1)C(=O)Nc1ccc(O)cc1,1.0%,11%,-5%,17%,11%,
CCc1cccc(NC(=O)CN(C)S(=O)(=O)c2cccc3nsnc23)c1,6.7%,9%,-5%,13%,0%,
O=C(NC1CCCCC1)c1cc(Cl)nc2ccccc12,0.1%,-7%,3%,5%,-3%,
Cc1cc(S(=O)(=O)N2CCOCC2)ccc1OCC(=O)NCc1ccccn1,0.4%,3%,-4%,-7%,3%,
C[C@H](NC(=O)c1nc[nH]c1C(=O)N[C@@H](C)C(=O)OC(C)(C)C)C(=O)OC(C)(C)C,1.3%,-5%,6%,57%,-17%,
CCn1c(=O)c(C(=O)NC(C)c2ccccc2)c(O)c2ccccc21 (stereo not drawn),3.1%,-2%,2%,5%,6%,

# A stretch taken from the entries so far, as a working copy:
SMILES,VEEV TC-83 Vero,influenza NS1A,M. tuberculosis HTS,tuberculosis growth,PhoP GFP inhibition,others
Cc1cc(S(=O)(=O)N2CCOCC2)ccc1OCC(=O)NCc1ccccn1,0.4%,3%,-4%,-7%,3%,
C[C@H](NC(=O)c1nc[nH]c1C(=O)N[C@@H](C)C(=O)OC(C)(C)C)C(=O)OC(C)(C)C,1.3%,-5%,6%,57%,-17%,
CCn1c(=O)c(C(=O)NC(C)c2ccccc2)c(O)c2ccccc21 (stereo not drawn),3.1%,-2%,2%,5%,6%,
